tim10-1 inh: inhibits growth of tim10-1 mutant yeast | S. cerevisiae tim10-1 ts strain growth, BacTiter-Glo, 24 h | inhibition, % at 20 µM | 2.2% of 330,000 active | AID 463190;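 active means inhibition of at least 40%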;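 further: mutant grown at 25 °C; 0% = DMSO wells with yeast and 100% = wells holding no yeast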
TIM10 inh: inhibits growth of TIM10 yeast strain | AID 463195 | S. cerevisiae TIM10 strain growth, BacTiter-Glo luminescence, 24 h | inhibition, % at 10 µM | 1.4% of 330,000 active;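 active means inhibition of 40% or more at the single tested concentration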;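 further: wild-type TIM10 isogenic control strain grown at permissive 25 °C; 0% = DMSO yeast wells and 100% = minimal medium wells without yeast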
Mdm2 MdmX PPI: disrupts the human Mdm2-MdmX interaction | O15151+Q00987 | SaOS-2 split-luciferase Mdm2/MdmX complementation, luminescence | inhibition, % at 8 µM | 3% of 330,000 active;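 active means inhibition of at least 50% at 8 µM in the primary screen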
tim23-1 inh: tim23-1 yeast growth inhibition | inhibition, % at 20 µM | S. cerevisiae tim23-1 growth, BacTiter-Glo luminescence, 24 h | 1.3% of 330,000 active | AID 463212;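 active means growth inhibition of the mutant yeast at or above 50%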;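 further: temperature-sensitive mutant grown at 25 °C; plate controls were DMSO-treated mutant yeast for no effect and medium wells lacking yeast for full effect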
XBP1 UPR activ: activators of adaptive arm of unfolded protein response (XBP1). CHO-XBP1 luciferase reporter, IRE1-XBP1 UPR activation, luminescence; percent of tunicamycin response, DMSO as zero. activation, % at 20 µM. 0.33% of 330,000 active;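 active means versus positive control, 20 µM dose yields 30% or more activation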;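 further: 100% = tunicamycin at 10 µg/mL and 0% = DMSO only wells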
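Material: CHO cell line with stable XBP1 luciferase reporter; buffer or medium: F12 medium containing 10% fetal bovine serum; compound: single point, 20 µM final compound, 1% DMSO; incubation: 6 h treatment, 37 °C; measured by: glow luminescence from Steady-Glo reagent; evaluation: activation, % of tunicamycin; control set: tunicamycin high, DMSO low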
CXCR6 block: CXCR6 (human) receptor inhibition. 0.36% of 360,000 active. CHO-K1 PathHunter CXCR6 beta-arrestin, luminescence. inhibition, % at 20 µM; in the data active means inhibition above about 34%, passing the limit was not always enough;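 further: antagonist mode with CXCL16 agonist at 10 nM final; 0% = 10 nM CXCL16 with DMSO and 100% = unstimulated wells without agonist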
Target sequence (O00574 whole entry, looked up): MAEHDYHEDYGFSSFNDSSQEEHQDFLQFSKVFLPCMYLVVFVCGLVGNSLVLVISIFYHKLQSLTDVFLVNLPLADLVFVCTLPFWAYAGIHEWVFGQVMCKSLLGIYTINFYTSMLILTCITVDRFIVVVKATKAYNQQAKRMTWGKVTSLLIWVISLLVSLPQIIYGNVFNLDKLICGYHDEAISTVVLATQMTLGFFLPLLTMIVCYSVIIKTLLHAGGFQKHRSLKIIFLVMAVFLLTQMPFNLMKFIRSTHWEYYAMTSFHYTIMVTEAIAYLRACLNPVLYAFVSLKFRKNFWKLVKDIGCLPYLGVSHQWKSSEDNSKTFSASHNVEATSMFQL
CHOP UPR activ: activators of apoptotic arm of unfolded protein response (CHOP); CHO-CHOP luciferase reporter, UPR activation, luminescence; percent of tunicamycin response over DMSO baseline; AID 449763; 0.34% of 330,000 active; activation, % at 10 µM;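 active means at 10 µM dose, activation of 40% or more, normalized to positive control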;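 further: 100% = tunicamycin at 10 µg/mL and 0% = DMSO alone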
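System: CHO CHOP reporter cells. Amount: 500 cells per well. Buffer or medium: F12 medium, 10% FBS. Compound dosing: one dose, 10 µM in 0.5% DMSO. Incubation: 6 h compound exposure at 37 °C after overnight seeding. Technique: Steady-Glo luciferase luminescence. Benchmarks: tunicamycin and DMSO controls.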
APJ antagonist: blocks the human apelin receptor APJ; 0.32% of 330,000 active; P35414; inhibition, % at 20 µM; AID 2521; CHO-K1 APJ beta-arrestin complementation, luminescence;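 active means inhibition above about 40% at 20 µM, limit read from the data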;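 further: cells challenged with 10 nM apelin-13 agonist together with compound; plate controls were apelin-13 plus DMSO wells for no effect and DMSO wells lacking apelin-13 for full effect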
Target sequence (P35414 whole entry, looked up): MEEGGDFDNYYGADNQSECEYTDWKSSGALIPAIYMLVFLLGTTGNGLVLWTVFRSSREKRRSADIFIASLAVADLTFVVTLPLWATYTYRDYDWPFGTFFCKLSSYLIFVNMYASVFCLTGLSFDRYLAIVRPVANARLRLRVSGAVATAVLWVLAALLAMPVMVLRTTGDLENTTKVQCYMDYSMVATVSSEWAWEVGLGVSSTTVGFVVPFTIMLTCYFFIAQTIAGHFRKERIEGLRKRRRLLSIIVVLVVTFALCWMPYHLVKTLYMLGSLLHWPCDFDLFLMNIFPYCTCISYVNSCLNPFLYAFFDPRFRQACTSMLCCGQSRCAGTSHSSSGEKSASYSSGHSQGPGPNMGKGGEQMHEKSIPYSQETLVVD
APJ agonist: APJ receptor agonism; P35414; CHO-K1 APJ PathHunter beta-arrestin, luminescence; 0% DMSO wells, 100% apelin; activation, % at 20 µM; 0.11% of 330,000 active;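 active means activation more than six SD over the plate average, tested at 20 µM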;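 further: 0% = DMSO alone and 100% = apelin-13 at 10 nM; some results filed as inactive read as strong as hits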
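Test system – PathHunter CHO-K1 APJ (AGTRL-1) beta-arrestin reporter cells · Input – 1000 cells/well · Compound – single test compound dose, 20 µM final, 1% DMSO · Times – compound stimulation 90 min at 25 °C, detection 60 min · Technique – beta-gal luminescence · Read-out basis – APJ–arrestin association signal · Control set – negative DMSO alone, positive Apelin-13 at 10 nM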
* = called active by the depositor; nt = not tested or not shown.

SMILES | tim10-1 inh | TIM10 inh | Mdm2 MdmX PPI | tim23-1 inh | XBP1 UPR activ | CXCR6 block | CHOP UPR activ | APJ antagonist | APJ agonist
Cc1ccc(NC(=O)C2CC(=O)N(C(C)C)C2)cc1Cl (stereo not given) | 6 | 8 | 3 | 1 | 1 | -6 | -0.1 | 10 | 0
COc1ccccc1-c1nc(C#N)c(N2CCC(Cc3ccccc3)CC2)o1 | 17 | -7 | 6 | 13 | 0 | 13 | -2.5 | -25 | -2
CCN(CC)c1ccc(NC(=O)c2ccccc2)cc1S(=O)(=O)Nc1ccccc1OC | 22 | 25 | 31 | 36 | -2 | -9 | 1.0 | 17 | -3
Nc1nc(NC(=O)CCCC(=O)O)nn1-c1ccccc1 | 3 | 4 | -6 | 10 | -4 | -11 | -1.3 | 1 | -1
CN(CC(=O)Nc1cccnc1Cl)S(=O)(=O)c1ccc(Cl)cc1 | -5 | -2 | 4 | 0 | -3 | 1 | 1.1 | 23 | -4
Cc1ccccc1OCC(=O)NNC(=O)c1cc(S(=O)(=O)N(C)C)ccc1N1CCCC1 | 10 | 0 | 1 | 7 | -5 | -8 | 1.5 | 9 | -1
COc1cccc(C(C)NC(=O)c2ccncc2)c1 (stereo not given) | -3 | 2 | 4 | 3 | 1 | 3 | 2.0 | 5 | -3
CC1CC(=O)N(CC(=O)Nc2ccc(Br)cc2)c2ccccc2S1(=O)=O (stereo not given) | 32 | 3 | 10 | 32 | -4 | -12 | -1.8 | 9 | -3
COc1cc(OC)cc(/C(N)=N/O)c1 | 0 | 14 | -17 | 4 | 0 | 5 | 12 | 25 | 6
CCOc1ccc(NC(=O)Cn2c(=O)oc3ccccc32)cc1 | -4 | -25 | 2 | 2 | 3 | -1 | -0.8 | -22 | -1
O=C(COc1ccc(Cl)cc1)N1CCN(c2ncccn2)CC1 | 5 | -22 | 25 | -1 | -1 | -3 | -3.1 | -22 | -5
CCOC(=O)Cc1cc(OC)c(OC)cc1Cc1cc(OC)c(OC)cc1CC(=O)OCC | 25 | 4 | 13 | 15 | -2 | -5 | 1.9 | 5 | -4
CCOCCCN(C(=O)c1snc(C(N)=O)c1N)C(C(=O)NC1CCCC1)c1ccc(O)cc1 (stereo not given) | 5 | -4 | 10 | 2 | 0 | -6 | 1.3 | -2 | 4
COc1ccccc1NC(=O)CSc1nnc(C2CCCCC2)n1N | 17 | -7 | 34 | 12 | -2 | -1 | -0.7 | 18 | -5
COC(=O)c1ccc(NC(=O)C(OC)c2ccccc2)cc1 (stereo not given) | -5 | 2 | 14 | 1 | -4 | 2 | 1.2 | 6 | -2
Fc1ccc(-n2nnc(-c3nccs3)n2)cc1 | 10 | 17 | -133 | 26 | -6 | 4 | 0.2 | 5 | 0
CN(C)c1c(F)cc(C(=O)NC(=O)NCc2cccnc2)cc1F | 2 | 4 | 2 | 13 | -3 | 0 | 3.2 | 1 | 10
Cn1c(SCC(=O)Nc2cccnc2Cl)nc2ccccc21 | -5 | -5 | -8 | 7 | 2 | -6 | 0.5 | 2 | -2
Cc1cc(C)nc(NC2=NCC(=O)N2c2cc(Cl)cc(Cl)c2)n1 | 13 | -1 | 10 | -9 | -1 | -1 | 0.1 | 15 | 0
COc1ccc(N2CC(O)=C(c3nc(C)cs3)C2=N)cc1 | -13 | 1 | 14 | -12 | -2 | 2 | 1.7 | -2 | 2
CC(Sc1nnc(-c2ccco2)n1N)C(=O)NCC1CCCO1 (stereo not given) | 7 | 11 | 3 | 20 | -1 | -4 | -1.1 | 8 | -2
COc1cc(CC2COC(c3ccc(O)c(OC)c3)C2COC(C)=O)ccc1O (stereo not given) | 11 | 5 | 16 | 8 | 4 | -2 | 1.1 | 2 | -3
COc1ccc(NC(=O)/C(C#N)=C\c2cc(C)n(-c3ccc(Oc4ccc([N+](=O)[O-])cn4)cc3)c2C)cc1 | -16 | -7 | 45 | -28 | 3 | -2 | 1.1 | -4 | -5
CCc1ccc(C(=O)NCc2cccs2)s1 | 2 | -12 | -8 | 0 | -1 | 2 | 2.1 | 12 | -3
COc1ccc(/C=C/c2nc(-c3ccccc3O)n[nH]2)cc1OC | -20 | 25 | -154 | 6 | 2 | -4 | 6.7 | 12 | -2
COC(=O)c1ccc(CSc2nc(N)cc(N)n2)cc1 | 12 | 9 | -8 | 10 | 1 | -4 | 1.5 | -6 | -4
Cc1cc(C)cc(NC(=O)C(=O)NCCCN2CCCC2=O)c1 | -7 | 3 | -20 | 4 | 3 | -8 | 5.6 | 9 | -2
CCCNCCC(c1ccco1)c1ccccc1OC (stereo not given) | 4 | 15 | 22 | 6 | 0 | 6 | -1.0 | -4 | -4
Cc1ccc(C2C(C(=O)c3cccs3)=C(O)C(=O)N2c2ccc(S(N)(=O)=O)cc2)cc1 (stereo not given) | 1 | 4 | -10 | 6 | -1 | 6 | 0.5 | 5 | -6
O=C1N(Nc2ccccc2)C(c2ccc(Br)cc2)C12CCCC2 (stereo not given) | 33 | 18 | 13 | 10 | -1 | 2 | -1.6 | 20 | -3
Cc1ccc(N2C(=O)CC(NNC(=O)c3cccc(S(=O)(=O)N4CCCC4)c3)C2=O)cc1 (stereo not given) | -5 | 11 | -1 | 5 | 0 | -14 | 0.5 | -2 | -1
Cc1ccc(C(=O)C(OC(=O)c2cnccn2)c2ccccc2)cc1C (stereo not given) | 10 | 8 | 7 | 25 | 1 | 4 | -1.3 | 7 | -4
O=C(OCC(=O)N1CCN(C(=O)c2ccco2)CC1)c1ccccc1C(=O)c1ccc(Cl)cc1 | -13 | -18 | 10 | 6 | -5 | -4 | -2.5 | -12 | -4
COc1ccc(C2=Nn3c(nnc3-c3cccnc3)SC2)cc1OC | 20 | 10 | 51* | 21 | 15 | 0 | 0.6 | 15 | -1
Cc1ccc(NC(=O)CS(=O)CC(=O)NCC2OCCc3ccccc32)c(C)c1 (stereo not given) | 26 | -4 | 10 | 11 | -2 | 2 | -0.1 | -22 | -9
Cc1ccc(C(=O)N/C(=C/c2ccc(Cl)cc2)C(=O)N2CCOCC2)cc1 | 28 | 2 | -13 | 33 | 3 | 0 | -0.9 | 6 | -3
COc1ccc2c(c1)OC[C@H]1[C@H]2N2C(=O)CNC(=O)[C@@]2(C)[C@H]1c1ccccc1 | -9 | 3 | -23 | -11 | -3 | nt | 1.1 | -3 | -3
Cc1ncc([N+](=O)[O-])n1CCOC(=O)c1ccccc1 | -6 | 7 | 9 | 5 | -2 | -12 | 1.0 | 11 | -2
CC(C)(C)c1ccc(C(=O)N2CCC(=O)N(C(CO)Cc3ccccc3)CC2)cc1 (stereo not given) | -1 | 3 | -19 | 7 | -3 | 10 | -1.2 | -15 | 11
Cc1ccc(C(=O)C(C)OC(=O)c2cc(=O)[nH]c3ccccc23)cc1 (stereo not given) | 15 | -6 | 20 | 4 | -2 | -4 | 1.9 | -49 | 0
Cc1cc(Cl)c2ccccc2n1 | 0 | 10 | -3 | 5 | 0 | -6 | 3.8 | 4 | 0
O=C(CSc1ccccc1F)NNC(=O)c1cncc(Br)c1 | -20 | 1 | -14 | -8 | -3 | 2 | 1.9 | -3 | -1
COc1ccc(N=CC2=C(O)CC(c3ccccc3)CC2=O)c(OC)c1 (stereo not given) | 27 | -12 | 14 | 37 | 11 | -3 | 13 | -6 | 2
CC(=O)N1C(O)CC(C)N1c1ccccc1 (stereo not given) | 8 | 2 | -22 | 10 | -1 | -4 | 1.7 | 16 | 3
COc1ccc(C)cc1-n1c(C)cc(C=O)c1C | 19 | -8 | 14 | 26 | -2 | -2 | -0.2 | -10 | -3
CCOC(=O)c1c(-c2ccccc2)n(C)c2ccc(O)cc12 | 28 | 28 | 29 | 27 | 7 | -2 | 21 | 3 | 2
CCN(C(=S)Nc1cccnc1)c1ccccc1 | 15 | -4 | 15 | -7 | 0 | -1 | -2.0 | 18 | -1
CCN1CCN(Cc2c(O)ccc3c2O/C(=C\C=C\c2ccccc2OC)C3=O)CC1 | -14 | -28 | -6 | -49 | 1 | 2 | 2.9 | 10 | -2
Cc1ccc(CCNC(=O)C2CC(c3ccccc3[N+](=O)[O-])=NO2)cc1 (stereo not given) | 2 | -7 | 15 | 11 | 0 | 3 | -2.0 | 7 | -6
Cc1ccc(CSCC(=O)N2CCN(c3ccc(F)cc3)CC2)cc1 | 27 | 18 | -12 | 22 | 2 | -12 | 1.8 | 2 | -2
Further compounds follow:
SMILES | tim10-1 inh | TIM10 inh | Mdm2 MdmX PPI | tim23-1 inh | XBP1 UPR activ | CXCR6 block | CHOP UPR activ | APJ antagonist | APJ agonist
COCCN(C(=S)Nc1cccc(OC)c1)C1CCN(C(C)C)CC1 | 20 | -9 | 21 | 8 | -1 | 3 | -0.7 | -1 | -1
COc1ccc(S(=O)(=O)N2CCOCC2)cc1NC(=O)CSc1nnc(C2CC2)n1C | -2 | 4 | 11 | 14 | 3 | -3 | -1.1 | -2 | -5
CC(Sc1nnc(-c2ccccc2Br)n1-c1cccc(C(F)(F)F)c1)C(N)=O (stereo not given) | 22 | -13 | -6 | 19 | 0 | -6 | 2.1 | -15 | 2
Cc1cccc(NC(=S)NCC23C=CC(O2)C2C(=O)N(c4ccc(Cl)cc4)C(=O)C23)c1 (stereo not given) | 31 | 31 | -10 | 26 | -1 | 9 | 0.4 | 7 | 1
CCOC(=O)C1CCN(S(=O)(=O)c2cc(F)ccc2OC)CC1 | 7 | 8 | -3 | 2 | 0 | 0 | -0.5 | 13 | -4
COc1ccccc1NC(=O)Cn1nc(-c2ccncc2)nc1SCC(=O)NC1CCCC1 | 18 | -3 | 27 | 13 | -1 | -2 | -1.3 | -7 | -3
Cc1oc(-c2ccc(Cl)cc2)nc1CN1CCCC(C(=O)NCc2ccco2)C1 (stereo not given) | 15 | 6 | 10 | 10 | 6 | 6 | 2.5 | 12 | -1
COc1ccc(S(=O)(=O)N2CCOCC2)cc1C(=O)N1CCCC1 | -26 | 5 | 7 | -13 | -5 | 0 | -0.8 | -3 | 1

One compound at a time, as listed above. Order of values: tim10-1 inh	TIM10 inh	Mdm2 MdmX PPI	tim23-1 inh	XBP1 UPR activ	CXCR6 block	CHOP UPR activ	APJ antagonist	APJ agonist
CCOC(=O)C1CCN(S(=O)(=O)c2cc(F)ccc2OC)CC1 reads 7	8	-3	2	0	0	-0.5	13	-4
Cc1cccc(NC(=S)NCC23C=CC(O2)C2C(=O)N(c4ccc(Cl)cc4)C(=O)C23)c1 (stereo not given) reads 31	31	-10	26	-1	9	0.4	7	1
COCCN(C(=S)Nc1cccc(OC)c1)C1CCN(C(C)C)CC1 reads 20	-9	21	8	-1	3	-0.7	-1	-1
Cc1oc(-c2ccc(Cl)cc2)nc1CN1CCCC(C(=O)NCc2ccco2)C1 (stereo not given) reads 15	6	10	10	6	6	2.5	12	-1

Only part of the results is shown; count on the stated rates, not on these rows.
